# Dyrk1A ADPGlo: inhibitors of rat Dyrk1A kinase. Q63470. ADP-Glo luminescence, NFATc1 peptide. inhibition, % at 12.5 µM. 310,000 compounds, 0.43% hits. AID 504441; in the data active = inhibition above about 50%;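 note: plate controls were vehicle with enzyme for no effect and no enzyme for full effect; many of its hits are not listed in these tables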
# HSF1 inhib: HSF1 inhibition. NIH3T3-HGL HSE-luciferase, MG132-induced, luminescence 8 h; active compounds read low. AID 2098. activity change, negative = inhibition, % at 7.5 µM (by protocol). 300,000 compounds, 0.77% hits;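 active = more than half of replicate wells show activity change below -50%, luminescence cut by over half; inconclusive = some wells, but at most half, below -50%; inactive = no replicate well below -50%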;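 note: luciferase reports HSF-1 transcriptional activity via heat shock element; 0% = median of DMSO wells and -100% = zero luminescence signal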
# HSF-1 act: increases HSF-1 driven luciferase reporter signal; AID 504408; 300,000 compounds, 1.7% hits; activation, % at 9 µM; NIH3T3-HGL HSF-1 luciferase reporter, MG132, 8 h; 100% = twice DMSO control signal;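 active = mean replicate activation of at least 50% with a set share of replicates each reaching 50%; inconclusive = only one of those two conditions met; inactive = mean below 50% and too few replicates reaching it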;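 note: 0% = median of the neutral control wells and 100% = twice that signal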
# GSK3beta inhib: human GSK3beta kinase inhibition; AID 2097; activity score (negative = inhibition), % at 10 µM; P49841; GST-GSK3beta kinase, ADP-Glo luminescence, 60 min; active compounds read low; 300,000 compounds, 0.038% hits;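 active = more than half of replicate wells score below -50%, meaning over 50% inhibition versus plate controls; inconclusive = some replicates but at most half score below -50%; inactive = no replicate scores below -50%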;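 note: 0% = median DMSO wells and -100% = median GW8510 positive control wells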
# Target sequence (P49841 whole entry, looked up): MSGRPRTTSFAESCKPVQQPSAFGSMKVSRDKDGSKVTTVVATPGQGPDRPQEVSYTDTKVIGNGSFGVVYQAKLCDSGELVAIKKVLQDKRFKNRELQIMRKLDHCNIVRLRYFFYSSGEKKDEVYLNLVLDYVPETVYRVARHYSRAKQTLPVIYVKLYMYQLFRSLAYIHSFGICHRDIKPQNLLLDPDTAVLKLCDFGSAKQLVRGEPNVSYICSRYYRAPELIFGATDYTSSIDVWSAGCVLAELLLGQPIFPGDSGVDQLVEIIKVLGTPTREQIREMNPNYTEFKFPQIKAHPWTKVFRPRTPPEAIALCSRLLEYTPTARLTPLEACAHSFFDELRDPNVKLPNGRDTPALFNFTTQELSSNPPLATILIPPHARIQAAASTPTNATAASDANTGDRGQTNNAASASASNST
#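 test system = GST-tagged human GSK3beta kinase, cell-free | reagent = 25 µM ATP with peptide substrate | dosing = one dose of 10 µM per compound | schedule = 60 min reaction, RT | detection = luminescent ADP-Glo measurement of ADP formed | control set = DMSO neutral wells and GW8510 at 20 µM as positive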
# aSyn UTR inh: MLPCN primary screen, SNCA 5' untranslated region | alpha-synuclein 5'UTR reporter, inhibitor activity | 300,000 compounds, 0.82% hits | AID 1813 | inhibition, % (tested at 7.5 µM); in the data active = inhibition above about 60%; inconclusive = no clear call, values can overlap the other calls;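 note: H4 neuroglioblastoma cells stably carrying SNCA 5'UTR luciferase fusion; 0% = DMSO wells and 100% = positive control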
# KLF5 inh: kruppel-like factor 5 inhibition. DLD-1 KLF5 promoter-luciferase reporter, luminescence. inhibition, % at 5 µM. 290,000 compounds, 0.23% hits;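 active = inhibition above a per-plate limit of that plate's mean compound inhibition plus 3 SD, cut at about 60% in these data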;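 note: 0% = DMSO wells and 100% = LY294002 at 200 µM; higher means less KLF5 promoter-driven luciferase light; inactives centre near -14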
# Platelet DG rel: platelet dense granule release activity | AID 1663 | inhibition, %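 (compounds screened at 7.5 µM in platelet-rich plasma)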 | 300,000 compounds, 0.22% hits | human platelet-rich plasma, SFLLRN dense granule ATP release, luminescence;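 active = mean replicate score, as percent of positive control, at or above 50; inconclusive = mean below 50 but at least one replicate at or above 50; inactive = mean and every replicate below 50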
# IEC-6 tox: counter-screen for KLF5 inhibitors: cytotoxicity in IEC-6 cells; IEC-6 cytotoxicity, luminescence viability; inhibition, % at 5 µM; 290,000 compounds, 0.78% hits; in the data active = inhibition above about 22%;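 note: 0% = plate median of test compound wells and 100% = cytotoxic reference compound wells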
# HSP90 refold inh: HSP90 refolding inhibition in rabbit reticulocyte lysate | luciferase refolding luminescence, 3 h | inhibition, % at 5.6 µM | 290,000 compounds, 0.91% hits | AID 1789;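 active = inhibition above the screen-wide mean plus 3 SD, computed separately per campaign, cut at about 16% in these data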;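 note: 0% = DMSO wells and 100% = 60 µM geldanamycin wells; inhibitors lower the luminescence because luciferase stays unfolded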
# GSK3A inh: human GSK-3 alpha kinase inhibition | 320,000 compounds, 0.1% hits | inhibition, % at 10 µM | P49840 | AID 2650 | ADP-Glo luminescence, 60 min;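 in the data active = inhibition above about 50%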;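 note: GST-tagged GSK-3 alpha with peptide substrate and 25 µM ATP; 0% = DMSO neutral wells and 100% = GW8510 positive control wells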
# Target sequence (P49840 whole entry, looked up): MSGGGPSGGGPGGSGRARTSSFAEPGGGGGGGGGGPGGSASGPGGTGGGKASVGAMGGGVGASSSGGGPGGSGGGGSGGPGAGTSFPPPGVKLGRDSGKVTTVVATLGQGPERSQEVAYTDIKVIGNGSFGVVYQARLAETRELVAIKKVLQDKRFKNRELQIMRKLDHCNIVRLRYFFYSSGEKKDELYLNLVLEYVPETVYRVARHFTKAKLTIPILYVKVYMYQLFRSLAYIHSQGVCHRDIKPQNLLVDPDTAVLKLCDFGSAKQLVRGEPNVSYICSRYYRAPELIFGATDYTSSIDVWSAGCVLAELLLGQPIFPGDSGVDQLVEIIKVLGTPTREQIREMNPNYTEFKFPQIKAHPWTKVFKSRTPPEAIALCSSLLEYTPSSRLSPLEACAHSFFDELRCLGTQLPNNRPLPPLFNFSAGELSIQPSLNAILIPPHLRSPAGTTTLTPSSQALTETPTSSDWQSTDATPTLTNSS
# * marks the source's active call; other numbers are inactive results; ? = inconclusive; nt = not tested or not shown.
SMILES,Dyrk1A ADPGlo,HSF1 inhib,HSF-1 act,GSK3beta inhib,aSyn UTR inh,KLF5 inh,Platelet DG rel,IEC-6 tox,HSP90 refold inh,GSK3A inh
CCCCC1NC(C(=O)O)CS1 (stereo unspecified),4,0,25,1,-17,-13,-18,-3,1,-3
Nc1nc(SCc2cccc([N+](=O)[O-])c2)n[nH]1,3,1,-10,0,10,5,-2,-6,3,-3
CC1(c2ccccc2)NC(=O)N(NC(=O)CSc2n[nH]c(N)n2)C1=O (stereo unspecified),3,-4,21,-2,-2,-14,-11,3,7,-3
CC/C(C)=N/Nc1nc2c(c(=O)[nH]c(=O)n2C)n1CCc1ccccc1,-3,2,5,-1,-6,-13,-5,0,4,2
Clc1ccc(Nc2nc(NCCN3CCOCC3)nc(N3CCOCC3)n2)cc1,4,-3,-1,1,14,-3,1,10,-1,-1
Cc1ccc2cn[nH]c2c1NC(N)=S,-3,11,-5,1,-1,-15,-21,-4,13,0
CC(C)C[C@H](N)c1nnc(SCc2ccc(Cl)cc2)o1,-7,-4,-15,1,8,4,-1,0,1,-1
COc1ccc(/C=C2/SC(=O)N(CC(O)Cn3c4ccccc4c4ccccc43)C2=O)cc1 (stereo unspecified),-8,0,14,2,1,-11,10,3,0,-1
Cn1c(-c2ccc(Cl)nc2)nc2cc(Cl)ccc21,-2,6,29,0,-56,-54,1,2,1,0
Nc1nonc1C(=O)N1CCCCC1,-5,-1,4,6,-2,3,0,-6,0,0
Cc1ccc(C)c(S(=O)(=O)N2CCC(c3nc4c(nnn4Cc4ccc(F)cc4)c(=O)[nH]3)CC2)c1,0,nt,nt,nt,nt,-3,nt,-1,11,-1
Cc1nn(C)c(=S)n1-c1ccc(Cl)cc1,-1,-3,2,1,18,2,-4,4,0,3
Cc1cc(C(C)(C)C)n2nc(C)c(-c3ccccc3)c2n1,12,-2,-1,-2,-3,-31,4,0,-1,1
Cc1ccc(F)cc1NC(=O)CSc1nc(Nc2ccccc2)nc(N2CCOCC2)n1,-2,16,29,-16,51,-22,3,1,3,-3
CCS(=O)(=O)c1ccc2oc(SCC(=O)NC(C)C3CC4CCC3C4)nc2c1 (stereo unspecified),1,-2,13,-6,4,-6,0,-4,4,0
Cn1cc(C(=O)Nc2ccc(C#N)cc2)c2ccccc2c1=O,2,1,19,0,-15,-34,0,-2,2,1
O=[N+]([O-])c1ccc(NCCCNS(=O)(=O)c2ccccc2)cc1,5,nt,nt,-3,30,-26,5,5,2,2
CCN(CC)CCCNC(=O)c1ccc(N2CCCCC2)c(NS(=O)(=O)c2ccc(C)cc2)c1,0,-8,15,-3,-22,-2,0,3,0,0
CN1CCC(OC(c2ccccc2)c2ccccc2)CC1,0,0,9,3,9,-11,-4,0,-1,-1
CCc1ccccc1NC(=O)Cn1nnc(C(=O)NCc2cccc(OC)c2)c1N,-1,6,4,-3,42,8,7,10,-1,1
CCN(CC)CCCNC(=O)c1[nH]c2ccccc2c1Sc1ccc(Cl)cc1,5,-1,19,-2,39,-22,4,-3,8,3
N#Cc1ccc(-c2ccc(F)cc2)nc1Oc1ccccc1,-4,-1,5,1,34,-28,-5,1,1,0
CCCCCCCOC(=O)C1=C(C)Nc2ncnn2C1c1cccs1 (stereo unspecified),5,-7,14,1,8,-22,-8,1,5,-2
Cc1ccc(NC(=S)NCCN2CCOCC2)cc1F,-3,-5,10,1,20,-22,7,-3,3,-4
O=C1NCC(COCc2ccco2)O1 (stereo unspecified),nt,0,2,0,-1,-23,1,-4,-2,0
O=C(CN1C(=O)CCC1=O)Nc1ccc(Br)cc1,0,-7,-15,1,-22,-17,0,-7,0,0
O=C(CSc1nnc(C2CC2)n1-c1ccccc1)NCCN1C(=O)CSC1=O,-3,0,4,-3,-10,-1,1,6,0,-5
Cc1onc(-c2ccccc2)c1C(=O)N/N=C/C=C/c1ccccc1,nt,1,-8,-1,-5,3,5,5,2,-3
Cc1cc(C)c2[nH]c(C)c(CN3CCCCCC3)c(=O)c2c1,1,7,-4,0,16,-30,6,-1,-2,0
O=C(CSc1n[nH]c(-c2ccncc2)n1)Nc1ccccc1C(F)(F)F,2,-1,-4,3,-1,-6,16,-2,1,0
O=C(Cn1cnc2ccccc2c1=O)NNC(=O)c1ccccc1,nt,0,14,0,-4,-8,1,4,-3,0
COc1ccc(-c2cc(-c3nnc(-c4ccncc4)o3)c3ccccc3n2)cc1,-6,-2,-2,-2,-50,-53,-9,-3,-5,-2
CS/C(=N\S(=O)(=O)c1cccs1)Nc1cccc(Cl)c1C,6,-2,-7,0,-4,7,-5,-7,4,0
O=C(CN(c1ccccc1)S(=O)(=O)c1ccccc1)Nc1ccccc1C(=O)NCc1ccco1,-4,2,-8,0,42,30,18,7,1,-1
Oc1cccc2c3c(oc12)CCCC3,nt,-1,-4,6,?,nt,13,nt,nt,-1
COc1ccccc1CNC(=O)CS(=O)Cc1nc(-c2ccccc2C)oc1C (stereo unspecified),4,2,-4,1,-17,-30,-2,-5,0,-1
C=CCOc1ccccc1CNc1ccc2[nH]c(=O)[nH]c2c1,3,-2,-9,0,14,-12,-4,-6,-5,-2
CC(=O)Nc1ccc(N(C(=O)Cc2cccs2)C(C(=O)NC2CCCC2)c2ccncc2)cc1 (stereo unspecified),2,-4,-1,1,-1,-21,7,-8,2,-4
CN(C)S(=O)(=O)N1CCC(Oc2ccc(C(=O)NC3CCCCC3)cc2)CC1,7,6,6,-1,-18,0,-3,5,4,-1
C=CCn1cc(-c2cccc(C(F)(F)F)c2)cc(C#N)c1=O,-2,-3,-9,1,11,-1,1,4,2,1
O=C(O)CCS(=O)(=O)Cc1ccccc1F,4,3,5,-4,3,-16,0,-1,0,-1
COc1ccc([C@@H]2CC(=O)c3c(O)cc(O[C@@H]4OC(CO[C@@H]5OC(C)[C@H](O)[C@H](O)C5O)[C@@H](O)[C@@H](O)C4O)cc3O2)cc1O (stereo partly specified),12,-1,1,1,21,nt,0,nt,nt,0
Cc1ccc(S(=O)(=O)n2cnc(C)c2)cc1,0,2,5,1,6,-30,-5,-6,4,-2
COCCNC(=O)CN(Cc1ccccc1)S(=O)(=O)c1ccc2nc(C)sc2c1,4,-4,3,3,9,-36,-2,0,-4,-4
CC1CCCN(S(=O)(=O)c2ccc(C(=O)Nc3nnc(-c4ccccc4Cl)o3)cc2)C1 (stereo unspecified),-3,-4,14,0,78*,-20,-2,-1,-3,0
CC(=O)c1ccc(NC(=S)NC(NC(=O)c2ccco2)C(Cl)(Cl)Cl)cc1 (stereo unspecified),-13,5,15,0,-37,-25,5,4,6,-1
CCOC(=O)C1=C(N)OC2=C(C(=O)CC(C)(C)C2)C1c1ccccc1OCC#N (stereo unspecified),-9,-57*,-64,-1,18,-24,-2,2,2,nt
O=C(O)c1ccc(CSc2nc3ccc(N4C(=O)C5C6C=CC(C6)C5C4=O)cc3s2)cc1 (stereo unspecified),-2,-5,-15,4,9,-22,-7,-1,-2,-3
COC(CNC(=O)c1ccc2c(c1)ncn2-c1ccc(C)cc1C)OC,-2,4,18,0,-2,-6,2,2,1,0
CCOc1cc(S(=O)(=O)n2ccnc2)ccc1Br,1,-4,-11,0,-6,-22,-3,1,-2,-3
c1ccc2c(OCCCN3CCCCCC3)cccc2c1,2,-1,1,2,25,-11,-3,3,-4,0
Cc1cc(C(=O)NNC(=S)NCC(C)C)cs1,-4,-5,3,-1,-27,-47,-2,-4,-2,-4
CCOc1ccc2[nH]cc(C(=O)NCCc3ccccc3)c(=O)c2c1,-3,7,-18,0,2,-8,-6,2,-2,-2
Cc1cc(C(=O)N2CCN(C(c3ccccc3)c3ccccc3)CC2)on1,-2,0,10,-2,-3,nt,-5,nt,nt,0
O=C(Nc1ncccn1)C1c2ccccc2Oc2ccccc21,0,-4,-12,0,5,-16,12,-4,-2,1
COc1ccc2c(c1)c(C(=O)N/N=C/c1cccc(O)c1)c(C)n2C,0,3,-12,3,30,4,-7,6,-3,0
COc1ccc(-c2cc(C(=O)N3CCCCC3)c3ccccc3n2)cc1,5,5,8,-1,-18,nt,7,nt,nt,-1
CCn1cc(C(=O)N(C)c2ccc(OC)cc2)c2cc(OC)c(OC)cc2c1=O,8,-1,-4,0,0,-21,-6,4,-3,0
CC(C)n1c(SCC(=O)NC2CC2)nnc1C1CC1,2,-8,-11,-4,8,-3,-2,8,4,3
CCC(=O)NC(c1ccc(OC)cc1)c1c(O)ccc2ccccc12 (stereo unspecified),8,-6,-6,2,49,14,3,23*,0,nt

# With a hit mark in aSyn UTR inh, among the entries above:
molecule | Dyrk1A ADPGlo | HSF1 inhib | HSF-1 act | GSK3beta inhib | aSyn UTR inh | KLF5 inh | Platelet DG rel | HSP90 refold inh | GSK3A inh
CC1CCCN(S(=O)(=O)c2ccc(C(=O)Nc3nnc(-c4ccccc4Cl)o3)cc2)C1 (stereo unspecified) | -3 | -4 | 14 | 0 | 78* | -20 | -2 | -3 | 0

# Further compounds:
SMILES,Dyrk1A ADPGlo,HSF1 inhib,HSF-1 act,GSK3beta inhib,aSyn UTR inh,KLF5 inh,Platelet DG rel,IEC-6 tox,HSP90 refold inh,GSK3A inh
Cc1noc(NS(=O)(=O)c2ccc(NC(=O)NC(C)(C(F)(F)F)C(F)(F)F)cc2)c1C,-2,4,-10,3,23,-25,-4,-1,-5,-5
O=C(NCCc1ccccc1Cl)c1cc(COc2ccc(F)cc2F)on1,0,1,2,2,1,6,-7,-2,-4,0
COc1ccc(C2N=C(c3ccccc3)C(C)(C)N2O)cc1 (stereo unspecified),-6,-2,11,-1,11,-8,-1,0,3,-3
CCCCn1nnnc1SCC(=O)Nc1ccc2c(c1)OCO2,2,9,3,nt,-27,-36,-6,1,-2,3
C=CCNCCOc1c(C)cc(C)cc1Cl,-4,-3,-2,-3,2,-9,18,3,-3,-2
O=C(CN1CCN(c2cccc(C(F)(F)F)c2)CC1)Nc1cccc(C(F)(F)F)c1,12,-5,-9,0,-8,-17,13,8,3,-1
CN1CCN(c2ccc(NS(=O)(=O)c3ccc(Cl)cc3)cn2)CC1,-1,-6,-4,-6,1,-5,0,3,-2,-3
COc1ccc(C(=O)CCc2ccccc2)cc1,2,-3,16,-2,-111,-122,2,-7,-4,1
CCc1ccc(/C=C2/Sc3ccccc3N(CC(=O)NCCCN3CCOCC3)C2=O)cc1,-2,11,17,-4,-31,15,-17,7,-2,-11
CCOC(=O)C1CCCN(C(=O)c2cc(Nc3ccc(OC)cc3OC)nc3ccccc23)C1 (stereo unspecified),1,-4,24,2,-16,-20,2,1,2,1
Cc1csc(NC(=O)C2CCCN2C(=O)OCC(C)C)n1 (stereo unspecified),-4,4,29,0,-11,-50,-2,-4,-1,29
CCCSc1nc2[nH]ncc2c(=O)[nH]1,-5,8,-13,-1,8,13,-1,-5,1,1

# Source: PubChem (several laboratories)

# Some of the compounds tested, so the mix of outcomes need not match the whole.
